Assay outcomes (PubChem BioAssay)
IL2 activator: IL-2 activation; IL-2 activation reporter assay, cell-based qHTS; stimulated with anti-CD3/CD4/CD28 beads; in transgenic mouse T cells; activation, % (series mostly up to about 46 µM); 0.065% of 360,000 active; AID 652025; in the data active = activation above about 50%; inconclusive = mostly about 30% to 49%; note: 0% is about no effect
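Unstimulated transgenic mouse T cells, 750 per well, received compound and, after 60 minutes, anti-CD3/anti-CD4 bead plus anti-CD28 stimulation. EGFP and DsRed were quantified after 18 hours.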
GLP-1R inv ag: inverse agonists of human GLP-1 receptor; P43220; HEK293 GLP-1R CRE-luciferase, luminescence, 24 h; GLP-1R form is constitutively active; Potency, µM (titrated, usually from 38.3 µM), inactives show at the highest dose activity change, negative = inhibition, actives largely listed as inhibitors; 1.6% of 410,000 active; AID 624417; note: potency is the fitted concentration of half-maximal effect; % is set by controls: 0 for no effect and ±100 for the full control effect; nearly all actives have a fitted effect of over 55% in size
Target sequence (P43220 whole entry, looked up): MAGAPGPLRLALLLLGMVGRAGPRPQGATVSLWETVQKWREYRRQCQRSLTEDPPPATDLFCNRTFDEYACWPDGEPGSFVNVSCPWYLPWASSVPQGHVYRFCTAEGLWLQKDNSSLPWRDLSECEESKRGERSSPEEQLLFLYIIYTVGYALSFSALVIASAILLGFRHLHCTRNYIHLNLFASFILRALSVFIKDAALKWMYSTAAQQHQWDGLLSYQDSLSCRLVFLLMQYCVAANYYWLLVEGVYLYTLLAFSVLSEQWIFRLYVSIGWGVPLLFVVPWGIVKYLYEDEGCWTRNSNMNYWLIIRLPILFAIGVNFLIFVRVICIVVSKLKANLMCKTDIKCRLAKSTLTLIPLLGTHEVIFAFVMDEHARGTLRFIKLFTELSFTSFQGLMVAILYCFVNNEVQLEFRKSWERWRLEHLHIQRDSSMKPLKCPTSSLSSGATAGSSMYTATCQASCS
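qHTS in 1536-well format: reporter HEK293 cells expressing constitutive GLP-1R activity in DMEM + 10% Nu serum, 24 hr with compounds at 37 deg C, luminescence read after 12 min with detection reagent.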
HEK293 tox: cytotoxicity in counter-screen for GLP-1R inverse agonists. HEK293 cAMP-luciferase reporter cells, luminescence, 24 h. Potency, µM (titrated, usually from 38.3 µM), without a hit: top-dose activity change, negative = inhibition, actives largely listed as inhibitors. 0.13% of 410,000 active;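 note: loss of luciferase light is scored as toxicity; potency is the fitted concentration of half-maximal effect; % is set by controls: 0 for no effect and ±100 for the full control effect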
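Quantitative HTS format, 1536 wells, 200 cells/uL seeded. Compounds: 23 nL, 24 h, 37 °C. Detection: luciferase reagent, luminescence at 12 min RT; decreased signal taken as cytotoxic.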
D3 antag: antagonists of human D3 dopamine receptor; P35462; AID 652054; max response, negative = inhibition, %; 2.5% of 360,000 active; D3R cells, DiscoveRx beta-arrestin luminescence, antagonist mode; active compounds read low; in the data active = max response below about -50%; inconclusive = no clear call, values can overlap the other calls; note: % is set by controls: 0 for no effect and ±100 for the full control effect; mostly tested at two doses, the higher about 12 µM
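Cells expressing the human receptor were seeded at 1500 cells/well, incubated overnight at 37 degrees C in 5% CO2, then exposed to library compounds with dopamine controls for 90 minutes at 37 degrees C before luminescent detection.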
PLK1 PBD inh: PLK1 (human) polo-box domain binding inhibition | Plk1 PBD binding of FITC phosphopeptide, fluorescence polarization | 2.8% of 360,000 active | Potency, µM, for inactives: max response, negative = inhibition, most hits filed as inhibitors; note: potency is the fitted concentration of half-maximal effect; series mostly up to about 57 µM; % is set by controls: 0 for no effect and ±100 for the full control effect; nearly all actives have a fitted effect of over 65% in size
WRN inhibitor: inhibitors of human WRN helicase; WRN helicase unwinding, fluorescent forked duplex, kinetic; Potency, µM (series often up to 114 µM), for the others: top-dose activity change, negative = inhibition, most hits filed as inhibitors; 0.46% of 360,000 active; AID 651768; note: potency is the fitted concentration of half-maximal effect; % is set by controls: 0 for no effect and ±100 for the full control effect; nearly all actives have a fitted effect of over 55% in size
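Kinetic red-fluorescence monitoring (525/598 nm) tracks WRN helicase activity after 100 nM fluorophore-quencher forked duplex and 2 mM ATP are added to 20 nM enzyme pretreated 15 min at room temperature with compound.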
PI5P4K alpha inh: inhibitors of human PI5P4K alpha | PI5P4Kalpha enzyme, ADP-Glo luminescence, 60 min; active compounds read low | max response, % | 1.2% of 330,000 active | P48426 | AID 652105; active = max response of -50% or lower; inconclusive = between -30% and -50%; inactive = -30% or higher; note: value at the top dose of about 77 µM; % is set by controls: 0 for no effect and ±100 for the full control effect
Target sequence (P48426 whole entry, looked up): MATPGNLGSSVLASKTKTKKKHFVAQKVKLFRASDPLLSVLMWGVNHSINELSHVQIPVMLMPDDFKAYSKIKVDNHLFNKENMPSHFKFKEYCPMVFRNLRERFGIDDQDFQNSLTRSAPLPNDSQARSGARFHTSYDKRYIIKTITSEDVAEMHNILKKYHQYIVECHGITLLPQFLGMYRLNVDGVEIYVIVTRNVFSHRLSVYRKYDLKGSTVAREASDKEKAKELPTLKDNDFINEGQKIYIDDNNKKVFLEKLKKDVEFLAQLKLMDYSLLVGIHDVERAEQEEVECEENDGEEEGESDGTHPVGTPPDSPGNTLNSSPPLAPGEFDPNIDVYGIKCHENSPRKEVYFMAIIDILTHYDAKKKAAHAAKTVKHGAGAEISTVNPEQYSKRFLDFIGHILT
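Single end-point luminescence (ADP-Glo) quantified ADP from PI5P4Kalpha turnover; ATP 5 microM final, 1 h at RT, 0.1% CHAPS and 0.28 mM EGTA in HEPES pH 7.4.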
GLP-1R agonist: agonists of human GLP-1 receptor; 0.007% of 380,000 active; Potency, µM (doses to about 45.6 µM), for inactives: at the top dose activation, most hits filed as activators; AID 624172; HEK293 GLP-1R CRE-luciferase, luminescence, 4-6 h; cells express a hypersensitive GLP-1R form; note: potency is the fitted concentration of half-maximal effect; % of control where 0% means no effect
DRD3 agonist: D3 dopamine receptor (human) agonism; P35462; D3R DiscoveRx beta-arrestin cells, luminescence, 90 min; max activation, %; 0.58% of 410,000 active; AID 652048; in the data active = max activation above about 30%; note: 0% is about no effect; mostly tested at two doses, the higher about 12 µM
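Agonist mode: compounds and dopamine controls were applied to plated cells for 90 min at 37 degrees C after an overnight attachment at 1500 cells/well. Luminescent read-out followed 30 - 60 minutes at room temperature with DiscoveRx detection reagent.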
Numbers without * were called inactive; ? = inconclusive; / = no result given; & = joins results of further samples; [ ] = another dose, or the depositor's remark. Unless noted, calls come from the whole dose curve; as a rule, active = well fitted curve in the direction sought with a large enough effect; inconclusive = small, poorly fitted or top-dose-only effect, or another doubt; inactive = no such curve, though single readings can be large; an effect the other way counts as inactive or inconclusive.

| SMILES | IL2 activator | GLP-1R inv ag | HEK293 tox | D3 antag | PLK1 PBD inh | WRN inhibitor | PI5P4K alpha inh | GLP-1R agonist | DRD3 agonist |
| --- | --- | --- | --- | --- | --- | --- | --- | --- | --- |
| COCCCN1C(=O)c2ccc(C(=O)O)cc2C1=O | 1.7 | 3.0% | 10.1% | 16.1 | -6.5% | 2.1% | / | -11.3% | 3.2 |
| COc1ccc(OC)c(NC(=O)CSc2nc(O)cc(=O)n2CC(C)C)c1 | 0.6 | 5.9% | -7.1% | -5.0 | -15.7% | -16.9% | -8.3 | -3.3% | -0.9 |
| N#CC12COC3(CCCCC3C1(C#N)C#N)OC2=N (stereo unspecified) | -0.1 | -0.2% | 28.1% | -19.5 | -20.2% | ? | -13.6 | 0.3% | -7.3 |
| O=C(CN1C(=O)COc2ccc(Cl)cc21)Nc1nccs1 | 3.0 | 1.7% | ? | 2.8 | -6.3% | 1.8% | -4.5 | 12.2% | -3.4 |
| Cc1ccc(F)cc1NC(=S)NCCc1ccccc1 | -1.5 | ? | ? | -19.2 | -22.1% | 2.5% | 2.0 | 5.5% | -0.6 |
| CCCOc1ccc(C(CC(=O)O)NC(=O)C23CC4CC(CC(C4)C2)C3)cc1 (stereo unspecified) | -3.9 | 1.0% | 4.4% | 22.6 | -9.2% | 5.2% | / | 5.7% | -26.7 |
| Cc1ccc(S(=O)(=O)Nc2c(O)ccc3ccccc23)cc1 | 1.0 | -16.1% | -22.7% | -5.1 | 6.7µM* | 39.8µM* | -27.3 | 2.2% | -1.3 |
| CCn1nc(C)c(CN2CCC(n3nccc3NC(=O)Cc3ccccc3)CC2)c1C | 2.9 | -3.6% | 6.8% | -17.5 | -6.3% | -24.0% | 1.9 | -2.0% | -16.6 |
| COc1ccc(OC)c(CN2CCCCCC2)c1 | -3.6 | 44.6%[activator] | 5.7% | -0.4 | -8.7% | -2.7% | -0.5 | -6.5% | -8.6 |
| CC(C)(C)c1ccc(CCC2OCC(C[N+]3(C)CCOCC3)O2)cc1 (stereo unspecified) | -0.9 | -28.5% | ? | -5.5 | -22.7% | 3.3% | -5.5 | 6.6% | -5.1 |
| COc1ccc(OC)c(NC(=O)CCNC(=O)c2ccco2)c1 | 0.4 | 0.6% | 0.7% | -29.2 | -3.7% | 6.8% | 4.0 | 4.4% | -8.0 |
| Cc1nnn(-c2nonc2N)c1C(=O)N/N=C/c1cccc2ccccc12 | -5.5 | 0.3% | -0.1% | -2.0 | -7.6% | -19.2%[57.1 µM] | -27.0 | 3.5% | 0.6 |
| O=C(OCc1cnc(Cl)s1)c1cccs1 | -1.7 | -12.0% | 1.3% | 18.9 | 0.7% | 7.8% | -3.0 | 23.8% | -6.6 |
| O=C1c2ccsc2SCCN1Cc1ccccc1 | -0.3 | -10.4% | 8.7% | -2.9 | -4.6% | -9.2% | 3.6 | -4.2% | 0.8 |
| CC(C)OCCCn1c(=O)c2ccccc2n2c(CCC(=O)N3CCN(c4ccccn4)CC3)nnc12 | -1.8 | -16.5% | -7.7% | 32.9 | -24.7% | -7.4% | -2.2 | -1.8% | 3.5 |
| O=C(NC1CCCC1)c1c(O)nc2sccn2c1=O | 1.3 | ? | -7.8% | 42.6 | -5.1% | -17.4% | -3.9 | -13.3% | 0.4 |
| COc1ccc2[nH]cc(CCN3C(=O)c4ccc(C(=O)O)cc4C3=O)c2c1 | 1.1 | 2.3% | -1.9% | 11.7 | -13.3% | 4.2% | -70.3* | -0.7% | -4.5 |
| Cc1nnc(SCC(=O)NCc2ccc(F)cc2)[nH]c1=O | -2.7 | 7.9% | 0.9% | -5.5 | 16.4% | 9.3% | 0.1 | -8.2% | -0.9 |
| COc1ccc(CN2CCCC(CNC(=O)c3ccc(F)cc3)C2)c(F)c1 (stereo unspecified) | -1.6 | -23.7% | 3.7% | 0.0 | -11.8% | -12.5% | -0.2 | 2.6% | -17.3 |
| O=C(CN1CCN(c2ccccc2)CC1)c1c[nH]c2ccccc12 | -1.7 | ? | 3.3% | -10.4 | -0.3% | 9.2% | -2.9 | 5.4% | -13.3 |
| CSc1ncccc1C(=O)NC1CCCCCC1 | -0.9 | 47.0%[activator] | 10.5% | -4.9 | 3.6% | -2.7% | -1.6 | 0.9% | 0.4 |
| O=C1CC(NS(=O)(=O)c2ccccc2F)CN1c1ccc2c(c1)OCCO2 (stereo unspecified) | -1.4 | 1.9% | 10.4% | -3.8 | -2.5% | 4.2% | -0.9 | 1.0% | 2.6 |
| CC(=O)c1cccc(CN(C)CC2CCCN(CCc3ccccc3C)C2)c1 (stereo unspecified) | 1.8 | ? | -32.8% | -16.6 | -4.0% | -12.6% | -5.9 | 0.0% | -16.5 |
| Cc1ccc(OCc2nnc(SCC(=O)Nc3cccc4ccccc34)n2-c2ccccc2)cc1 | -1.2 | ? | ? | -19.0 | -0.8%&0.4% | -14.1% | -0.3 | -1.9% | -3.6 |
| Cc1cc(C)c(S(=O)(=O)N2CCN(C(=O)N(C)C)CC2)c(C)c1 | -0.3 | -17.9% | 2.2% | -9.7 | 2.8% | -4.5% | 1.8 | 3.4% | 23.9 |
| O=C(COC(=O)CCSc1ccccc1Cl)Nc1ccc(F)cc1F | 1.0 | 23.4% | -13.8% | -10.0 | -8.6% | ? | 1.3 | -5.0% | 1.8 |
| Cc1ccc(OCC(=O)NCCNC(=O)c2ccncc2)cc1C | 0.5 | 18.8% | 4.0% | 13.8 | -3.7% | 8.3% | 0.1 | 4.0% | 3.6 |
| CCCNC(=O)C1(C)CCCN(C/C=C/c2ccccc2)C1 (stereo unspecified) | -0.3 | 2.5% | 2.3% | -21.6 | -9.9% | -3.3% | 3.4 | -0.7% | -8.2 |
| CCC1Oc2ccccc2N(CC(=O)NCCCN2CCCC2)C1=O (stereo unspecified) | -2.8 | 2.4% | -3.5% | -3.2 | -19.8% | 2.4% | 4.7 | -2.8% | -2.9 |
| Cc1cc(C)cc(-c2nnc(SCC(=O)N3CCN(C(=O)c4ccco4)CC3)o2)c1 | 2.4 | 0.0% | -24.6% | ? | -3.0% | 9.4% | / | -8.6% | 19.7 |

Taken from above.
PI5P4K alpha inh with `O=C(NC1CCCC1)c1c(O)nc2sccn2c1=O` → -3.9
IL2 activator with `O=C1CC(NS(=O)(=O)c2ccccc2F)CN1c1ccc2c(c1)OCCO2` (stereo unspecified) → -1.4

(next part)
| SMILES | IL2 activator | GLP-1R inv ag | HEK293 tox | D3 antag | PLK1 PBD inh | WRN inhibitor | PI5P4K alpha inh | GLP-1R agonist | DRD3 agonist |
| --- | --- | --- | --- | --- | --- | --- | --- | --- | --- |
| CCc1ccc(CN2CC(C(=O)O)CC2=O)cc1 (stereo unspecified) | -0.9 | 0.0% | -12.0% | -4.5 | -0.7% | -1.0% | / | -3.8% | -12.9 |
| COc1cccc(CNCc2cccnc2)c1OCc1ccccc1 | 2.4 | -21.8% | -13.0% | -3.2 | 0.6% | -8.9% | 5.7 | 4.0% | -11.3 |
| COC(=O)c1c(NC(=O)CCCC(=O)O)sc2c1CCC2 | -3.5 | 0.0% | -5.5% | -8.7 | -23.4% | ? | / | -8.7% | 0.7 |
| CCOC(=O)CNC(=O)Cn1c(C)cc2ccccc2c1=O | -0.6 | 2.0% | -10.4% | 17.3 | -0.5% | 2.5% | -4.5 | 0.2% | 1.2 |
| c1ccc2c(C[n+]3csc4ccccc43)cccc2c1 | -2.1 | 0.0% | 3.2% | -20.4 | ? | -3.8% | / | -0.2% | -34.4 |
| Cc1cc(-c2ccccc2)n(-c2ccc(C(=O)NC(C)C)cc2)n1 | -2.4 | 3.0% | -15.0% | -1.3 | -20.6% | 7.4% | -8.1 | 28.2% | 0.5 |
| CC(=O)Nc1ccc(-c2nc3cc(Cl)ccc3o2)cc1 | -1.0 | 9.6% | -10.6% | 27.6 | -3.2% | -10.3% | 8.8 | -1.4% | 3.3 |
| O=C1CC(c2nc3ccccc3[nH]2)CN1c1ccccc1 (stereo unspecified) | 0.4 | 44.4%[activator] | -3.4% | 8.8 | -0.3% | 2.9% | / | -4.4% | -2.1 |
| O=C(O)CCc1ccc(-c2cccs2)n1NC(=O)c1cccs1 | 0.0 | -13.6% | 7.8% | 7.3 | -6.4% | 2.0% | -1.7 | -0.1% | -1.3 |
| C[C@@H]1CN([C@H](C)CO)C(=O)CCCn2nncc2CO[C@@H]1CN(C)C(=O)CCC(F)(F)F | -0.7 | 9.6% | 6.1% | 17.9 | -7.8% | -4.4% | 1.1 | -0.6% | 4.1 |
| CCN(CC)CCN(C)C(=O)c1ccc(OC2CCN(C(=O)C3CC3)CC2)cc1 | -0.1 | -15.8% | 6.8% | -7.8 | -13.2% | -10.4% | 0.3 | 5.4% | -4.9 |
| COc1ccc(-c2c3c(=O)n(C)c(=O)n(C)c3cn2-c2ccc(O)cc2)cc1 | -1.0 | 74.4%[activator] | -2.5% | 1.4 | -20.3% | -6.2% | -3.6 | 9.4% | -10.4 |
| Cc1cccc(NS(=O)(=O)c2ccc(C)c(C(=O)NCC(c3cccs3)N(C)C)c2)c1 (stereo unspecified) | -6.0 | ? | 19.6% | -7.1 | -10.2% | 4.9% | -5.4 | 4.5% | -21.9 |
| COc1ccc(NC(=O)CCNS(=O)(=O)c2cc(Br)cnc2N)c(OC)c1 | -1.0 | ? | -4.9% | 3.6 | -4.7% | -2.4% | -1.1 | 3.0% | 4.8 |
| Cc1ccc(OCc2n[nH]c(=S)n2C2CCCCC2)cc1 | -1.5 | ? | -6.3% | -15.4 | ? | -2.3% | / | -0.9% | 2.3 |
| COc1ccc(S(=O)(=O)N2C[C@@H](O)COC[C@@H]3O[C@H](CC(=O)NCCCN4CCOCC4)CC[C@H]32)cc1 | -0.4 | 1.9% | -7.5% | 8.4 | -10.7% | -4.7% | 8.5 | / | 3.3 |
| NC(=O)c1ccc(Oc2ccc3c(c2)CCC3)c([N+](=O)[O-])c1 | -2.1 | -2.5% | -2.1% | 7.0 | ? | -12.3% | 18.3 | 15.2% | -5.1 |
